aSyn UTR inh – MLPCN primary screen, SNCA 5' untranslated region; inhibition, % (tested at 7.5 µM); AID 1813; alpha-synuclein 5'UTR reporter, inhibitor activity; 300,000 tested, 0.82% active; in the data active means inhibition above about 60%;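 further: H4 neuroglioblastoma cells stably carrying SNCA 5'UTR luciferase fusion; 0% = DMSO wells and 100% = positive control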
GSK3 alpha inh – blocks human GSK-3 alpha kinase. 320,000 tested, 0.1% active. inhibition, % at 10 µM. P49840. ADP-Glo luminescence, 60 min. AID 2650;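 in the data active means inhibition above about 50%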;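 further: GST-tagged GSK-3 alpha with peptide substrate and 25 µM ATP; 0% = DMSO neutral wells and 100% = GW8510 positive control wells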
Target sequence (P49840 whole entry, looked up): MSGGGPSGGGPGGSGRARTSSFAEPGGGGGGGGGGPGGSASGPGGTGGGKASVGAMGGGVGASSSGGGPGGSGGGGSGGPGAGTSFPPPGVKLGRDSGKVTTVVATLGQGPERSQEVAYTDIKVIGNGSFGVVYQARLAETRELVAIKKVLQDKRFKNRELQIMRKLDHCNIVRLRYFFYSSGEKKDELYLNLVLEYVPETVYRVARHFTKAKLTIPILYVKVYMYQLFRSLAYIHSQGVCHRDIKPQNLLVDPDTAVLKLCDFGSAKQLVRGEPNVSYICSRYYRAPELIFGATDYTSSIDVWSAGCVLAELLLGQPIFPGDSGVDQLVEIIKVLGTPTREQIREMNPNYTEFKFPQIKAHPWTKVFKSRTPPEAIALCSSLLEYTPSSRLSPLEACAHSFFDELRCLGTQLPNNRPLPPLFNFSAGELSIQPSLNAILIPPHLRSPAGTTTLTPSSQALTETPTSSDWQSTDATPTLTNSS
GSK3B inh – human GSK3beta kinase inhibition. P49841. GST-GSK3beta kinase, ADP-Glo luminescence, 60 min; active compounds read low. activity score (negative = inhibition), % at 10 µM. 300,000 tested, 0.038% active;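 active means more than half of replicate wells score below -50%, meaning over 50% inhibition versus plate controls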;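 further: 0% = median DMSO wells and -100% = median GW8510 positive control wells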
Target sequence (P49841 whole entry, looked up): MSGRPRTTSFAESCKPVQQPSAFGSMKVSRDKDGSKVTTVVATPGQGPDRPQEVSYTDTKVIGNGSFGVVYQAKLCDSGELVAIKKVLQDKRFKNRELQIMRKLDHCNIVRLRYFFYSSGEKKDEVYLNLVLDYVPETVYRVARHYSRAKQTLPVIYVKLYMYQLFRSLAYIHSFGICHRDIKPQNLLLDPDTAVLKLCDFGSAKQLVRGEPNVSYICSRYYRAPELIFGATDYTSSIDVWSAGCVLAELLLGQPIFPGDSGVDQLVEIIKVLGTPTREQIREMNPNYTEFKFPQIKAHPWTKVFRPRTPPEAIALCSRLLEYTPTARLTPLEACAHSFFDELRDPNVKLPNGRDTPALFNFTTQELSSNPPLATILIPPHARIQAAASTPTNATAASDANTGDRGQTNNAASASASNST
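Test system – GST-tagged human GSK3beta kinase, cell-free · Incubation – 60 min enzyme reaction, room temperature · Signal – ADP-Glo luminescence · Also added – peptide substrate and ATP at 25 µM · Controls – DMSO neutral wells and GW8510 at 20 µM as positive · Buffer or medium – Tris/MgCl2 kinase buffer · Measure – Luminescence-derived activity versus plate DMSO and GW8510 wells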
HSP90 inh – blocks HSP90-mediated luciferase refolding in reticulocyte lysate; Rabbit reticulocyte lysate, luciferase refolding luminescence, 3 h; inhibition, % at 5.6 µM; 290,000 tested, 0.91% active;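 active means inhibition above the screen-wide mean plus 3 SD, computed separately per campaign, cut at about 16% in these data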;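 further: 0% = DMSO wells and 100% = 60 µM geldanamycin wells; inhibitors lower the luminescence because luciferase stays unfolded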
HSF-1 act – increases HSF-1 driven luciferase reporter signal; NIH3T3-HGL HSF-1 luciferase reporter, MG132, 8 h; 100% = twice DMSO control signal; activation, % at 9 µM; 300,000 tested, 1.7% active; AID 504408;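 active means mean replicate activation of at least 50% with a set share of replicates each reaching 50%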;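 further: 0% = median of the neutral control wells and 100% = twice that signal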
HSF1 inhib – HSF1 inhibition; AID 2098; 300,000 tested, 0.77% active; activity change, negative = inhibition, % at 7.5 µM (by protocol); NIH3T3-HGL HSE-luciferase, MG132-induced, luminescence 8 h; active compounds read low;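 active means more than half of replicate wells show activity change below -50%, luminescence cut by over half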;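 further: luciferase reports HSF-1 transcriptional activity via heat shock element; 0% = median of DMSO wells and -100% = zero luminescence signal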
AI-2 QS mod – modulators of Vibrio harveyi AI-2 quorum sensing system | 300,000 tested, 0.4% active | AID 2094 | Vibrio harveyi JMH597 AI-2 luminescence/OD600 ratio, 9 h; active compounds read low; strain lacks LuxN and CqsS sensors; 0 = neutral-control median | activity change, % at 7.5 µM; in the data active means activity change below about -75%, passing the limit was not always enough;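 further: luminescence divided by OD600 gain over 9 h not by final OD600 alone; inactives centre near 13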
KLF5 inh – suppresses KLF5 promoter-driven expression; DLD-1 KLF5 promoter-luciferase reporter, luminescence; inhibition, % at 5 µM; 290,000 tested, 0.23% active;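 active means inhibition above a per-plate limit of that plate's mean compound inhibition plus 3 SD, cut at about 60% in these data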;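 further: 0% = DMSO wells and 100% = LY294002 at 200 µM; higher means less KLF5 promoter-driven luciferase light; inactives centre near -14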
IEC-6 cytotox – counter-screen for KLF5 inhibitors: cytotoxicity in IEC-6 cells; IEC-6 cytotoxicity, luminescence viability; inhibition, % at 5 µM; 290,000 tested, 0.78% active; AID 1825; in the data active means inhibition above about 22%;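 further: 0% = plate median of test compound wells and 100% = cytotoxic reference compound wells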
HIF act – HIF pathway transcriptional activation. U2OS HRE-luciferase reporter, luminescence; normalized: DMSO 0%, desferrioxamine 100%. 300,000 tested, 0.32% active. AID 1910. activation, % at 7.5 µM (by protocol);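 active means mean activation of at least 10% of the iron chelator positive control signal, with at least half of replicates also reaching 10%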
* = called active by the depositor; . = no result given.

The line under a structure holds: aSyn UTR inh, GSK3 alpha inh, GSK3B inh, HSP90 inh, HSF-1 act, HSF1 inhib, AI-2 QS mod, KLF5 inh, IEC-6 cytotox, HIF act
CC(C)N(C(=S)NCc1ccccc1)C(C)C
  -3, -2, 0, 6, -7, -5, 27, -29, -6, -0.2
O=C(NCc1cccs1)c1cc(C2CC2)on1
  -58, -2, -27, -2, 0, 10, 19, -40, -8, 1.7
CC(=O)c1ccc(OCCCC(=O)NC2CCCc3ccccc32)cc1 (centres undefined)
  4, -2, -4, 5, -3, -9, 11, 12, 2, -0.3
Cc1cc(S(=O)(=O)N2CCOCC2)ccc1OCC(=O)Nc1cccc(F)c1
  -6, 1, 1, 2, -2, -4, -2, -29, -4, -0.4
C=CCc1cc(C=O)cc(OCC)c1OCc1ccc(Cl)cc1
  8, -2, 2, -6, 8, 4, 9, 6, -4, -0.5
O=C(COC(=O)CCN=C1NS(=O)(=O)c2ccccc21)NNC(=O)c1ccccc1
  2, 0, 3, ., -1, -8, 19, ., ., 0.1
Cn1c(=O)c2c(nc(N3CCOCC3)n2CCNC2=NCCC2)n(C)c1=O
  14, -4, 1, 1, -16, -5, 4, -15, 2, -0.4
CCOC(=O)N1CCC(N2C(=O)c3ccccc3C2Nc2ccccc2C)CC1 (centres undefined)
  -6, -2, -2, -2, 10, 3, 26, 3, 1, 0.0
CC(C)[C@@H]1COC(c2cccc(C3=N[C@H](C(C)C)CO3)c2)=N1
  -152, 3, -8, -4, 28, 10, 32, -98, 2, 1.9
COc1ccc(-c2ccc(C#N)c(OC)n2)cc1
  21, 1, 3, 1, 9, 9, 12, -30, 8, 0.2
COc1ccccc1N1CCN(CCCC(=O)c2ccc(F)cc2)CC1
  -6, -4, 3, 0, -5, 4, -2, 9, 0, 0.0
CN1CCc2c(sc(NC(=O)C3COc4ccccc4O3)c2C(N)=O)C1 (centres undefined)
  -117, -3, 2, 3, 0, -5, 41, -76, 3, 1.6
CCOC(=O)/C(C#N)=C1\CC2CCC1(C)C2(C)C (centres undefined)
  13, -2, -5, 1, -4, -11, 22, -9, 2, -0.5
COc1ccc(N(C(C)=O)S(=O)(=O)c2cccs2)cc1
  0, 1, 2, -1, 5, 0, 0, 2, -6, 0.7
CCCCN(CC)CCCNC(=O)c1cc2c(-c3ccc(OC)c(OC)c3)nn(C)c2s1
  -47, 1, -6, 1, 17, 2, 11, -50, 4, 0.8
Cc1ccccc1C(=O)NC1CCN(C(=O)NC2CCCCC2)CC1
  -2, 0, -1, 4, -1, -5, 23, -19, 1, 0.1
COc1ccccc1/C=C/C=C1N=C(/C=C/c2ccc(Cl)cc2)OC/1=O
  -14, -1, 2, -2, 38, 41, 20, -4, 6, 0.1
Cc1ccc(C(=O)NC(C)C(c2cccs2)N2CCCC2)s1 (centres undefined)
  -4, 3, 1, 3, -17, -4, 23, -20, -3, 0.3
O=C(CSc1ccc(-c2ccco2)nn1)Nc1ccc(F)cc1F
  -4, 0, -2, 1, 10, 8, 10, -46, -5, 0.0
COc1ccc2sc(NCc3ccccc3)nc2c1
  -112, 1, -2, -5, 13, 1, 2, -141, 4, 5.3
Cc1cccc(C(=O)NCC(=O)NCC(c2cccs2)N2CCOCC2)c1 (centres undefined)
  -13, 3, -1, ., 10, -2, 22, ., ., -0.2
N#Cc1cc2c(nc1SCC1COc3ccccc3O1)CCC2 (centres undefined)
  -59, -1, 0, 0, 49, 35, 11, -25, -2, 3.5
Cn1c(SCC(=O)Nc2cccc(NC(=O)c3cccs3)c2)nnc1-c1ccncc1
  ., 1, 0, -1, ., ., 14, -16, 0, .
CCOc1cccc(-c2c(C(=O)N/N=C/c3ccoc3)nnn2-c2nonc2N)c1
  16, 39, 1, 0, 13, -3, 6, -27, 2, 0.2
COC(C[C@@H]1O[C@@H]1[C@H](O)[C@H](C)OCc1ccccc1)OC
  -11, ., 0, ., 29, 9, 8, ., ., 0.6
COc1ccccc1C(=O)NC(CCSC)C(=O)NNC(=O)c1ccccc1C (centres undefined)
  14, -7, 5, ., -15, -5, 29, ., ., -0.2
O=C(O)c1cc2c(cn1)[nH]c1ccccc12
  1, -4, 3, 3, 5, -3, 37, -41, -9, -17
CC1=NNC(=O)C1CC(=O)N/N=C/C(Br)=C/c1ccccc1 (centres undefined)
  -10, 0, -5, 2, -8, -10, 10, -12, 3, 0.4
COc1ccccc1CNC(=O)c1oc2ccc(S(=O)(=O)N3CCCC3)cc2c1C
  25, -3, 5, 1, -18, 1, 15, -14, 0, 0.1
O=C(c1ccc(=O)[nH]c1)N1CCN(S(=O)(=O)c2ccc(Cl)cc2)CC1
  3, -2, 0, -2, -20, -2, 22, -5, -2, 0.2
Clc1ccccc1Cn1nnc2c(N3CCCC3)ncnc21
  23, -1, 2, 2, 14, 4, 0, -14, -6, -0.1
COCCN1CCN(c2cc(-c3ccccc3)nc3cc(-c4cccc(F)c4)nn23)CC1
  11, -2, 5, -6, 8, 2, -2, -10, 1, -0.4
CCOC(=O)Cc1csc(NC(=O)CC)n1
  13, -1, 3, 2, -2, -2, 16, 4, -2, -0.2
Cn1c(=O)c2c(ncn2CC(=O)OCC(=O)Nc2ccc(Cl)cc2)n(C)c1=O
  3, -1, 2, 4, 3, -5, 25, -22, 10, 0.1
Cc1ccc(NC(=O)Cc2ccccc2Cl)cc1S(=O)(=O)N(C)C
  15, 0, 2, -8, -3, -6, 8, -16, -4, 0.2
CCC(=O)NS(=O)(=O)c1cccnc1Nc1ccccc1Cl
  4, -4, 1, -5, 2, -2, 18, -37, -1, 0.1
O=C(Nc1ccc(F)cc1F)NC1CCCCCCC1
  ., ., 5, -4, ., ., -6, -142, 6, .
CCOC(=O)CSc1nnc(-c2c[nH]c3ccccc23)n1CC
  -6, -3, 0, -2, -18, -3, 50, -32, -4, -0.3
CCOc1ccccc1N1CCN(c2ncnc3scc(-c4ccc(OC)cc4)c23)CC1
  12, 4, 0, 7, 31, 4, 72, -4, 2, -0.1
CC(C)c1ccc(NC(=O)CCNS(=O)(=O)c2ccc3[nH]c(=O)oc3c2)cc1
  14, -1, 0, -1, 12, 3, -5, -10, -1, -0.2
O=C(CN1C(=O)COCC1=O)N1CCOCC1
  -17, -2, 4, -1, -6, -13, 22, 3, -5, -0.7
CCN1CCCC1CNCc1cc(OC)c(OC)c(OC)c1 (centres undefined)
  5, 0, -3, 1, -1, -9, 16, 1, -1, 0.3
Cc1sc2nc(CSC(C)C(=O)Nc3ccc(C#N)cc3)[nH]c(=O)c2c1C (centres undefined)
  -2, -1, -2, ., 6, -6, 11, ., ., -0.1
COc1ccccc1CN1CCN(C(CC(C)C)c2nnnn2Cc2cccs2)CC1 (centres undefined)
  5, 0, -6, ., -2, 3, 18, ., ., -0.7
C#CCNC(=O)C1=C[C@H](c2cn(C(C)=O)c3ccccc23)C[C@H](OCc2ccc(CO)cc2)O1
  18, ., -3, 1, -5, 0, 4, 5, 7, -0.2
CCn1c(O)c(N=NC(=O)CNc2cccc(C)c2)c2ccccc21
  -12, 0, -1, 1, -9, 8, 9, -27, 5, 0.0
CN1CCC(=NNC(=O)c2cn(-c3ccccc3)nc2-c2ccccc2)CC1
  -46, -1, -3, 5, 7, 3, 5, 6, 6, 0.4
Cc1ccc(CNC(=O)c2ccc(N3CCC4(CC3)CC(c3ccccc3)=NO4)c(NC(=O)c3ccccc3)c2)cc1
  33, -7, -2, ., -38, -25, 8, ., ., -0.2
CC1(C)CC(=O)C(C=NCCN2CCN(CCCCS(=O)(=O)O)CC2)=C(O)C1
  27, 0, 8, 8, 27, 1, 21, -16, 3, 0.5
Cc1ccc2c(c1)N(C(=O)CCC(=O)NCc1cccc(Br)c1)CC(C)O2 (centres undefined)
  20, 4, 2, -1, -25, -9, 17, -6, 6, 0.1
O=C1c2ccccc2C(=O)N1c1ccc(S(=O)(=O)N2CCCCC2)cc1
  -16, 3, 3, -4, -28, -16, 26, -23, -10, -0.1
CC(OC(=O)c1ccc(Cl)nc1)C(=O)NCc1ccc2c(c1)OCO2 (centres undefined)
  -4, -1, 0, ., 5, 3, -9, ., ., -0.8
COCn1c(-c2cccc(Br)c2)nc2ccccc21
  -63, ., -1, 4, 21, 20, 8, -33, -2, 1.6
Cc1ccc(NC(=O)Cn2cnc([N+](=O)[O-])c2)cc1C
  10, -1, ., -1, -12, 0, ., 11, -1, -0.9
COc1cccc(NC(=O)CCCn2nc(C)c3c(C)n(-c4ccccc4)nc3c2=O)c1
  33, -2, -2, -2, -5, 1, 16, 9, 4, -0.2
Cc1ccc(S(=O)(=O)N2CCC(C(=O)Nc3nnc(COc4ccccc4)s3)CC2)cc1
  22, ., -1, -1, -6, 0, 17, -39, 0, .
Cc1ccc(N(C(=O)c2snc(C(N)=O)c2N)C(C(=O)NCC2CCCO2)c2ccc(C)o2)c(C)c1 (centres undefined)
  -22, -2, 5, 4, 16, -1, -23, -24, -6, 0.1
COc1cccc(NC(=O)CSc2nnnn2C2CCCC2)c1
  5, -1, 2, -3, 9, -4, 4, -2, 5, 0.2
O=C1c2ccccc2C(=O)N1CC(=O)N1c2ccccc2Sc2ccccc21
  -18, 0, 1, 2, -30, -14, 22, -4, 0, -0.2
COc1ccc(NS(=O)(=O)c2coc(C(N)=O)c2)cc1Cl
  8, -1, 2, 3, 8, -2, 19, -4, 3, 0.0
COCCN(C(=O)CSc1nnc(-c2cccc(F)c2)n1N)c1c(N)n(CC(C)C)c(=O)[nH]c1=O
  14, 0, 1, -5, -6, 4, 15, -24, -5, -0.4

Assay outcomes deposited in PubChem BioAssay by several laboratories.
